TDP43 rescue: inhibitors of TDP-43 toxicity in yeast | Potency, µM (series often up to 46.1 µM), inactives show at the highest dose growth rescue (activation), hits mostly activators | TDP-43 expressing yeast growth rescue, BacTiter-Glo, 24 h | actives 1.8% (n = 410,000) | AID 652104; note: potency is the fitted concentration of half-maximal effect; % of control where 0% means no effect; nearly all actives have a fitted effect of over 50% in size
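Galactose-induced TDP-43 yeast, OD600=0.02, compound pinned; 24 hr, 30 deg C; BacTiter-Glo luminescence for growth. Inhibitors of TDP-43 toxicity read as activators.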
aSyn rescue: alpha-synuclein toxicity inhibition in yeast | Yeast expressing alpha-synuclein, growth rescue, BacTiter-Glo, 24 h | Potency, µM (highest dose often 46.1 µM), for inactives: at the top dose growth rescue (activation), usual class: activators | actives 0.14% (n = 370,000); note: potency is the fitted concentration of half-maximal effect; % of control where 0% means no effect; nearly all actives have a fitted effect of over 65% in size
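Galactose-induced alpha-syn yeast (OD600=0.02, raffinose-pregrown) + pinned cpd, 24 hr, 30 deg C; growth by BacTiter-Glo luminescence. Growth restoration scores as activation.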
PTHR1 agonist: PTHR1 (human) receptor agonism. HEK293 GP2 PTHR1 cells, GloSensor cAMP luminescence, 1 h. Q03431. AID 743266. Potency, µM (highest dose often 115 µM), for inactives: at the top dose activation, usual class: activators. actives 0.075% (n = 410,000); note: potency is the fitted concentration of half-maximal effect; nearly all actives have a fitted effect of over 55% in size; some results filed as inactive show a strong effect at the top dose; inactives centre near -15; many of its hits are not listed in these tables
Target sequence (Q03431 whole entry, looked up): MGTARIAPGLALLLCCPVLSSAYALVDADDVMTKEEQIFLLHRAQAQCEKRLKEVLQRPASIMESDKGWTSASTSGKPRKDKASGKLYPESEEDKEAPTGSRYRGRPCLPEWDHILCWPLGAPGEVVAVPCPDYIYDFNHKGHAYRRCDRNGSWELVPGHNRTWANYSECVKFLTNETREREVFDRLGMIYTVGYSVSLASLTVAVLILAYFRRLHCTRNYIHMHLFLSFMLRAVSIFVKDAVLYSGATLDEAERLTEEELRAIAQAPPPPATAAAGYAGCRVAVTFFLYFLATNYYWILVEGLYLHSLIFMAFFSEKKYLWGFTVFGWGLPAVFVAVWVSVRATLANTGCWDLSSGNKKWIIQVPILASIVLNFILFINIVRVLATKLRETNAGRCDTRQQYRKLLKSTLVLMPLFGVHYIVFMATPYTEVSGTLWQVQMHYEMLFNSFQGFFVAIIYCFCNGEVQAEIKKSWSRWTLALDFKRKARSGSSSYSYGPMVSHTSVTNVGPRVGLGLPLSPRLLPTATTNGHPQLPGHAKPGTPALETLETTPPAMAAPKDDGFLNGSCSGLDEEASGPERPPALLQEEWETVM
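HEK-293-derived GP2 cells expressing PTHR1 and a GloSensor cAMP reporter, 3,000/well, plated overnight, given luciferin plus IBMX (each 0.5 mM as added) for 1 h at 37 °C, then compound for 1 h at 37 °C. Luminescence was read after 15 min at room temperature.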
MmCpn inh: M. maripaludis TRiC chaperonin inhibition | actives 0.031% (n = 330,000) | purified Mm-Cpn ATPase, ADP Transcreener TR-FRET | AID 504842 | Potency, µM (titrated, usually from 76.9 µM), without a hit: at the highest dose activity, negative = inhibition, usual class: inhibitors; note: potency is the fitted concentration of half-maximal effect; % is set by controls: 0 for no effect and ±100 for the full control effect; nearly all actives have a fitted effect of over 80% in size
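Purified archaeal chaperonin (25 nM final) was preincubated with compound for 10 min at 37°C, then ATP (10 uM final) was added for 30 min at 37°C in Tris pH 7.4/KCl/MgCl2/DTT buffer. ADP was quantified by HTRF Transcreener TR-FRET.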
HEK293 tox: cytotoxic in the GLP-1 receptor inverse agonist counter-screen. HEK293 cAMP-luciferase reporter cells, luminescence, 24 h. Potency, µM (titrated, usually from 38.3 µM), without a hit: at the top dose activity change, negative = inhibition, actives largely listed as inhibitors. actives 0.13% (n = 410,000). AID 624418;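 note: loss of luciferase light is scored as toxicity; potency is the fitted concentration of half-maximal effect; % is set by controls: 0 for no effect and ±100 for the full control effect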
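Compound-treated cells are incubated 24 hr at 37 deg C under 5% CO2 after a 12 hour attachment period, then luciferase detection reagent is added and luminescence is measured following 12 min at room temperature; lowered signal indicates toxicity.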
FUS yeast rescue: suppressors of FUS proteinopathy in yeast; S. cerevisiae FUS-expressing, growth rescue, OD600, 24 h; Potency, µM (doses to about 76.6 µM), without a hit: at the highest dose growth rescue (activation), actives largely listed as activators; actives 0.24% (n = 390,000);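 note: potency is the fitted concentration of half-maximal effect; plate controls were DMSO vehicle for no effect and reference control for full effect; nearly all actives have a fitted effect of over 55% in size; some results filed as inactive show a strong effect at the top dose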
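Yeast expressing FUS under galactose induction, OD 0.005 in 2% galactose medium; compounds in a dilution series, 24 h at 30C. Growth rescue by absorbance at 600 nm; CP55940 positive control, DMSO negative.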
pAkt inh: inhibitors of Akt phosphorylation; activity change, % for hits at 50 µM; actives 0.32% (n = 360,000); AID 651550; Neuro2A IGF-stimulated pAkt S473 HTRF, 20 min; hits give low values; in the data active = activity change below about -80%; inconclusive = mostly about -51% to -80%; note: % is set by controls: 0 for no effect and ±100 for the full control effect
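Neuro2A cells in DMEM with 0.5% FBS, overnight at 37 deg C, given compound at single 50 µM final, then IGF (6 nM final) for 20 min at 37 deg C. Lysed; phospho-Akt Ser473 by HTRF after 24 h, 665/615 ratio.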
GLP-1R inv ag: inverse agonists of human GLP-1 receptor; P43220; HEK293 GLP-1R CRE-luciferase, luminescence, 24 h; GLP-1R form is constitutively active; Potency, µM (titrated, usually from 38.3 µM), without a hit: at the highest dose activity change, negative = inhibition, hits mostly inhibitors; actives 1.6% (n = 410,000); AID 624417; note: potency is the fitted concentration of half-maximal effect; % is set by controls: 0 for no effect and ±100 for the full control effect; nearly all actives have a fitted effect of over 55% in size
Target sequence (P43220 whole entry, looked up): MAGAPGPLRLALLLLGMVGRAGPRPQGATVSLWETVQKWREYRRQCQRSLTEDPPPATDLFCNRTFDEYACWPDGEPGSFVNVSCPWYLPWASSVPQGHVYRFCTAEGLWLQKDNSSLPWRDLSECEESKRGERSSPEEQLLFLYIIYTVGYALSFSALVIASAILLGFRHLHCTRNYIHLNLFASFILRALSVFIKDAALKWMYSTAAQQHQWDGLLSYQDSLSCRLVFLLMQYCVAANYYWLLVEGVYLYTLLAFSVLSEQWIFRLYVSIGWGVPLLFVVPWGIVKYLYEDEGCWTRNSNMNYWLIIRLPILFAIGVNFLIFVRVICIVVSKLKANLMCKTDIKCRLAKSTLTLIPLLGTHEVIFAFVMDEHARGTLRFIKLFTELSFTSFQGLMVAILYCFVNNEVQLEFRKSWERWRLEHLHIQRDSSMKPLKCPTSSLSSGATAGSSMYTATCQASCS
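HEK293 cells stably co-expressing constitutively active GLP-1R and a cAMP-responsive luciferase reporter were seeded in DMEM with 10% Nu serum, given compounds after 12 h, and incubated 24 h at 37 deg C. Luminescence was then read.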
Abeta yeast res: restores growth of yeast expressing A-beta42 peptide; yeast expressing A-beta42, growth rescue, OD600, 48 h; response scale: 0% DMSO, 100% iron-clioquinol control; actives 0.063% (n = 410,000); Potency, µM (doses to about 46.1 µM), inactives show top-dose growth rescue, most hits filed as activators; note: potency is the fitted concentration of half-maximal effect; nearly all actives have a fitted effect of over 55% in size
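Growth rescue measured by 600 nm absorbance after 48 h yeast culture at 30 C with compound. Values normalized between DMSO and an equimolar ferric chloride plus clioquinol control.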
The depositor's hits bear a star; i = inactive; ? = inconclusive; . = no result given; & = joins results of further samples; [ ] = remark or other dose. Unless noted, calls come from the whole dose curve; as a rule, active = well fitted curve in the direction sought with a large enough effect; inconclusive = small, poorly fitted or top-dose-only effect, or another doubt; inactive = no such curve, though single readings can be large; an effect the other way counts as inactive or inconclusive.

1. COc1ccccc1/C=C/c1onc(C)c1S(=O)(=O)N1CCC(C(=O)NC2CCCCCC2)CC1
2. CCN(CC)c1ccc(/C=N/Nc2nc3ccccc3[nH]2)c(O)c1
3. Cc1ccc(CC(NC(=O)c2ccccc2)C(=O)NC(C)C(=O)O)cc1 (stereo not given)
4. CCn1c(CNC(=O)c2ccccc2Cl)cc2ccccc21
5. CCSc1nnc(NC(=O)c2cc(C)oc2C)s1
6. O=C(COc1ccc2c(c1)oc(=O)c1ccccc12)NC(Cc1ccc(Cl)cc1)C(=O)O (stereo not given)
7. CCCCNC(=O)c1ccccc1NC(=O)c1ccccc1N(C)S(C)(=O)=O
8. N#Cc1ccc(C(=O)Nc2nc3ccccc3[nH]2)cc1
Screen / compound no.	1	2	3	4	5	6	7	8
MmCpn inh	0%	-3%	-1%	-8%	0%	-1%	-1%	-7%
TDP43 rescue	3%	9%	-21%	16%	-12%	-13%	13%	-7%
FUS yeast rescue	-16%	43%	0%	-11%	82%	39%	9%	16%
pAkt inh	i	i	i	i	i	i	i	i
GLP-1R inv ag	-18%	?	2%	2%	39%[activator]	-1%	10%	-23%
PTHR1 agonist	-9%	-16%[57.5 µM]	-16%[57.5 µM]	-16%	-26%[57.5 µM]	-11%	10%[57.5 µM]	-19%
Abeta yeast res	6%	-29%	13%	19%	-15%	-8%	5%	3%
aSyn rescue	1%	-5%	4%	6%	-9%	-20%	4%	-3%
HEK293 tox	10%	?	7%	2%	5%	13%	-4%	-3%

9. COc1ccc(CNC(=O)c2cnc(N3CCCC3)nc2C)c(OC)c1
10. Oc1ccc2ccccc2c1CNc1ccccn1
11. CN(Cc1cn(Cc2ccccc2)nc1-c1ccc2c(c1)OCO2)Cc1nccn1C
12. CC(=O)c1cc(F)c(N2CCN(C(=O)c3ccco3)CC2)cc1C
13. COc1ccc(Cl)cc1C(=O)NCCS(=O)(=O)N1CCN(c2ccccc2OC)CC1
14. CC(C)n1c(=O)c2ccccc2n1S(C)(=O)=O
15. O=C1NC(c2cccs2)Nc2ccccc21 (stereo not given)
16. O=S(=O)(NCC(c1ccco1)N1CCOCC1)c1ccc(F)cc1 (stereo not given)
Screen / compound no.	9	10	11	12	13	14	15	16
MmCpn inh	.	0%	1%	-2%	.	.	-1%	.
TDP43 rescue	36%	10%	-6%[0.397 µM]	0%	11µM*	18%	?	-9%
FUS yeast rescue	-4%	-2%	14%	-4%	?	-17%	-7%	-3%
pAkt inh	.	i	i	i	.	i	i	.
GLP-1R inv ag	6%	-22%	-15%	13%	?	16%	15%	-1%
PTHR1 agonist	-45%[inhibitor]	-22%	i	-23%	-27%	-2%	i	-25%
Abeta yeast res	3%	1%	6%	10%	25%	-8%	-14%	-18%
aSyn rescue	.	-3%	4%	8%	.	4%	-5%	.
HEK293 tox	-3%	5%	-5%	-12%	-14%	6%	-12%	0%

Brought forward from above: 2 entries; new compounds follow.
15. O=C1NC(c2cccs2)Nc2ccccc21 (stereo not given)
16. O=S(=O)(NCC(c1ccco1)N1CCOCC1)c1ccc(F)cc1 (stereo not given)
17. COC(=O)c1sc(NC(=O)COc2c(C)cccc2C)nc1C
18. Nc1ccc(S(=O)(=O)N2CCOCCOCCOCCOCCOCC2)cc1
19. Cc1ccccc1NS(=O)(=O)c1ccc(C(=O)NCC(c2ccco2)N(C)C)cc1 (stereo not given)
20. COc1cc(C(C)=O)ccc1OCC(=O)NCC(c1ccc(F)cc1)N1CCOCC1 (stereo not given)
21. CCOC(=O)c1cc(-c2ccccc2)sc1NC(=O)CN1C(=O)c2ccccc2C1=O
22. CCOC(=O)N1CCC(Nc2c(NCCN3CCN(Cc4ccccc4)CC3)c(=O)c2=O)CC1
23. Cn1c(SCC(=O)N/N=C/c2ccccn2)nnc1-c1ccccc1
24. Cc1cccc(C(=O)N2CCN(c3ccc(N4CCOCC4)nn3)CC2)c1
Screen / compound no.	15	16	17	18	19	20	21	22	23	24
MmCpn inh	-1%	.	-2%	1%	-2%	-2%	.	2%	-1%	-3%
TDP43 rescue	?	-9%	20µM*	-4%	-14%	-9%	12%	-12%	-3%	-25%
FUS yeast rescue	-7%	-3%	3%	1%	.	0%	-35%	6%	0%	-5%
pAkt inh	i	.	i	i	i	i	i	i	i	i
GLP-1R inv ag	15%	-1%	9%	14%	?	35%[activator]	2%	0%	20%	2%
PTHR1 agonist	i	-25%	i	-20%	-43%[inhibitor]	i	i	-7%[57.5 µM]	-46%[inhibitor]	i
Abeta yeast res	-14%	-18%	24%	3%	-11%	8%	2%	1%	-15%	-5%
aSyn rescue	-5%	.	10%	-4%	-5%	2%	3%	-2%	-5%	-3%
HEK293 tox	-12%	0%	19%	-7%	0%	-1%	-7%	-12%	-2%	34%[activator]

Compound profiles, as listed above. Screens in order: MmCpn inh | TDP43 rescue | FUS yeast rescue | pAkt inh | GLP-1R inv ag | PTHR1 agonist | Abeta yeast res | aSyn rescue | HEK293 tox
`Cc1ccc(CC(NC(=O)c2ccccc2)C(=O)NC(C)C(=O)O)cc1` (stereo not given) as listed: -1% | -21% | 0% | i | 2% | -16%[57.5 µM] | 13% | 4% | 7%
`N#Cc1ccc(C(=O)Nc2nc3ccccc3[nH]2)cc1` as listed: -7% | -7% | 16% | i | -23% | -19% | 3% | -3% | -3%

(next part)
25. COc1ccc(CCn2cnc3c([nH]c4ccccc43)c2=O)cc1
26. CCOC(=O)C(Cc1ccccc1)C1(C)Oc2ccccc2O1 (stereo not given)
27. COCCN1C[C@@H](CO)O[C@@H](n2cnc3c(NCCO)ncnc32)C1
28. NS(=O)(=O)c1ccc(CCNC(=O)CCC(=O)c2cccs2)cc1
29. COC(=O)c1scc(-c2ccc(C)cc2)c1S(=O)(=O)N1CCN(c2cccc(Cl)c2)CC1
30. O=C(C1=C(O)C(=O)N(CC2CCCO2)C1c1cccc(O)c1)c1ccco1 (stereo not given)
31. COc1cccc(Cn2c(=O)n(CCc3ccccc3)c(=O)c3c2c2cc(OC)ccc2n3C)c1
32. CN(CCCC(=O)NCc1ccccc1)S(=O)(=O)c1ccc([N+](=O)[O-])cc1
Screen / compound no.	25	26	27	28	29	30	31	32
MmCpn inh	1%	.	.	-3%	.	0%	.	2%
TDP43 rescue	9%	-8%	-21%	7%	13%	5%	25%	17%
FUS yeast rescue	0%	5%	6%	33%	29%	0%	6%	-9%
pAkt inh	i	i	i	i	.	i	.	i
GLP-1R inv ag	4%	-29%	9%	0%	?	-3%	0%	-6%
PTHR1 agonist	-9%	-62%[inhibitor]	7%	i	i	i	-23%	-62%[inhibitor]
Abeta yeast res	10%	-5%	-18%	5%	-6%	2%	-6%	0%
aSyn rescue	?	0%	2%	-10%	.	-4%	.	3%
HEK293 tox	-11%	2%	4%	1%	1%	7%	6%	-11%

33. COc1cc(Cl)c(C)cc1NC(=O)Cn1ncc2c([nH]c3ccccc32)c1=O
34. COCCN(C(=O)CC(C)(C)C)c1nnc(-c2cccnc2)s1
35. COc1ccc2c(C=Nc3c(C)n(C)n(-c4ccccc4)c3=O)c(O)n(Cc3ccco3)c(=O)c2c1
36. COCCn1c(SCc2ccccc2F)nc2c([nH]c3ccccc32)c1=O
37. COc1ccc(N(CC(=O)N/N=C/c2cc(OC)ccc2OC)S(=O)(=O)c2ccccc2)cc1
38. Cc1cc(Cl)c(S(=O)(=O)Nc2ccccn2)cc1OCC(N)=O
39. Cc1ccc(NC(=O)NCCCN2CCCC2=O)cc1Cl
40. COc1ccc(NC(=O)CC2C(=O)N(C)C(=S)N2Cc2cccs2)cc1 (stereo not given)
Screen / compound no.	33	34	35	36	37	38	39	40
MmCpn inh	.	1%	1%&-3%	.	-8%	1%	3%	0%
TDP43 rescue	-2%	11%	-2%&0%	11%	13%	5%	23%	6%
FUS yeast rescue	-9%	14%	2%&17%	0%	-4%	1%	-13%	25%
pAkt inh	.	i	i	.	i	i	i	i
GLP-1R inv ag	3%	-4%	43%&21%[activator]	-8%	?	-3%	34%[activator]	?
PTHR1 agonist	11%	i	-42%[inhibitor]	i	i	i	i	-18%
Abeta yeast res	-2%	-8%	-6%&-10%	-5%	-24%	5%	3%	4%
aSyn rescue	.	1%	5%&7%	6%	6%	-4%	-1%	2%
HEK293 tox	1%	-8%	20%&3%	8%	-5%	-3%	3%	2%

41. CS(=O)(=O)c1ccc(Cl)c(NC(=O)c2cc(=O)[nH]c3ccc(S(=O)(=O)N4CCOCC4)cc23)c1
42. COc1ccc(/C=N/Nc2nc(N3CCCC3)nc(N3CCCC3)n2)cc1O
43. CN(C)CCn1c(NCc2ccc3c(c2)OCO3)nc2ccccc21
44. CCC(CC)NC(=O)COC(=O)CCC(=O)c1ccc(Cl)cc1
45. COCCNC(=O)C(c1ccccc1)N(C(=O)Cn1nnc2ccccc21)c1cccnc1 (stereo not given)
46. CS(=O)(=O)N1CCCC(C(=O)Nc2ccc(F)cc2)C1 (stereo not given)
47. CN1CCN(NC(=O)c2ccc(S(=O)(=O)N3CC4(C)CC3CC(C)(C)C4)cc2)CC1 (stereo not given)
Screen / compound no.	41	42	43	44	45	46	47
MmCpn inh	-4%	-2%	-1%	-4%	0%	-1%	0%
TDP43 rescue	22%	0%	-7%	0%	-19%	11%	7%
FUS yeast rescue	0%	10%	-15%	-5%	7%	-8%	-14%
pAkt inh	i	i	i	i	i	i	i
GLP-1R inv ag	1%	1%	1%	17%	12%	13%	?
PTHR1 agonist	i	i	i	-18%	i	i	i
Abeta yeast res	12%	14%	-26%	-10%	-11%	19%	-4%
aSyn rescue	3%	-5%	-2%	8%	-6%	0%	2%
HEK293 tox	14%	-14%	13%	-5%	-8%	-7%	8%

From PubChem BioAssay

Only part of the results is shown; rates above refer to the full screens.
